Assay outcomes: PubChem, The Scripps Research Institute Molecular Screening Center
MITF inh = inhibitors of human MITF; inhibition, % at 2.6 µM; 650,000 compounds, 0.91% hits; AlphaScreen MITF homodimerization, bead proximity signal; O75030; in the data active means inhibition above about 50%;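 further: 0% = vehicle wells with protein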
Target sequence (O75030 whole entry, looked up): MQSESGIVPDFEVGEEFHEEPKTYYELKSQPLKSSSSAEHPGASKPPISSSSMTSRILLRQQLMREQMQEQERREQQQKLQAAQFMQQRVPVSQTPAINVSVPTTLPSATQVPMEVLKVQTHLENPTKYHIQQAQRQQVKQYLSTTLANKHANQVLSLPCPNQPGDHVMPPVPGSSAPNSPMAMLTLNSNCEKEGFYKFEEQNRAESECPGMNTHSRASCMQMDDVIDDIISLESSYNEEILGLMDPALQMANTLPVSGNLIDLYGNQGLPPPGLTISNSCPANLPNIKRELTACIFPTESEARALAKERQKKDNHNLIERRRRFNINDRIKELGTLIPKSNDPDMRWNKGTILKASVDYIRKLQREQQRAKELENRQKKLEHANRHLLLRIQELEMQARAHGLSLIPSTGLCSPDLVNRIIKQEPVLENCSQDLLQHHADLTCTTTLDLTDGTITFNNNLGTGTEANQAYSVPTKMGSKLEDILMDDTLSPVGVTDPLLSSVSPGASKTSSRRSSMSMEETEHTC
FBW7 act = activators of human E3 ligase FBW7; AlphaScreen FBW7–phospho-cyclin E peptide binding, activator screen; normalized activity (activation), % at 26.1 µM; 650,000 compounds, 0.13% hits; AID 1259310; in the data active means normalized activity above about 1.9%;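 further: purified mutant Fbw7 with reduced substrate affinity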
TEAD-YAP block = TEAD-YAP interaction inhibition; HEK-TIYL cells, TEAD-Gal4/YAP UAS-luciferase luminescence; inhibition, % at 9.12 µM; 640,000 compounds, 1.4% hits; AID 1259422; in the data active means inhibition above about 32%;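 further: 0% = median of test compound wells and 100% = reference inhibitor wells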
GPR151 ag = activators of human GPR151; Q8TDV0; PathHunter beta-arrestin GPR151 cells, luminescence; activation, % at 11.2 µM; 650,000 compounds, 1% hits; in the data active means activation above about 4.9%;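 further: 0% = median of compound wells and 100% = cells with positive control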
Target sequence (Q8TDV0 whole entry, looked up): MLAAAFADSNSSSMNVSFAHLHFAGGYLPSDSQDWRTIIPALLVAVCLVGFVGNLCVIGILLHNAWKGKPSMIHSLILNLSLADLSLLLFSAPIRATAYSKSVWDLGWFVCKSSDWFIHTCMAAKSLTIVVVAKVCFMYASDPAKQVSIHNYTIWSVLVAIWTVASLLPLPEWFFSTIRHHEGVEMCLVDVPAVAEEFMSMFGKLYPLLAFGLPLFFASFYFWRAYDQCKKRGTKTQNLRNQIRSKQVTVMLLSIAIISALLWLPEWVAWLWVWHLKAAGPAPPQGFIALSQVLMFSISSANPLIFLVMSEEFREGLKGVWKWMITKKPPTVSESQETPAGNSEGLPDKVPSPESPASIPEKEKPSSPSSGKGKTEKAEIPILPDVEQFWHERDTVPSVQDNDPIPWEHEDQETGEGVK
The depositor's hits bear a star.

Start of the listing, in advance:
SMILES	MITF inh	FBW7 act	TEAD-YAP block	GPR151 ag
CCCN(CCC)S(=O)(=O)c1ccc(C(=O)Nc2nc3ccc(Br)cc3s2)cc1	2	-0.8	-19	-0.2
COc1ccc(-n2cnc3cc(NCc4ccc(Br)cc4)ccc32)cc1	-2	-0.6	-16	1.6

All compounds of this part, previewed entries included:
SMILES	MITF inh	FBW7 act	TEAD-YAP block	GPR151 ag
CCCN(CCC)S(=O)(=O)c1ccc(C(=O)Nc2nc3ccc(Br)cc3s2)cc1	2	-0.8	-19	-0.2
COc1ccc(-n2cnc3cc(NCc4ccc(Br)cc4)ccc32)cc1	-2	-0.6	-16	1.6
CCN(C(=O)CCS(=O)(=O)c1ccc2c(c1)n(C)c(=O)c(=O)n2C)c1ccccc1	0	0.6	-2	0.7
O=C(NCCN1CCOCC1)c1ccc(Cl)cc1[N+](=O)[O-]	5	-0.1	3	2.8
O=C1C2CC=C(Cl)CC2C(=O)N1CCCCCCN1C(=O)C2CC=C(Cl)CC2C1=O (centres undefined)	14	-0.1	-6	1.5
Cc1ccc(C(c2nnnn2Cc2ccccc2)N2CCN(Cc3ccncc3)CC2)cc1 (centres undefined)	2	-0.1	8	0.0
CCCCOC(=O)c1ccc(NC(=O)c2c(Cl)ccc(Cl)c2OC)cc1	0	-0.1	-1	1.6
CCN(CC)c1nc(NCc2cccc(C(F)(F)F)c2)nc(N2CCOCC2)n1	-11	0.1	-14	-0.2
COCCn1c(C)cc(C(=O)COC(=O)c2ccc(-n3nc(C)cc3C)cc2)c1C	28	0.4	2	-0.1
Cc1ccc(C)c(OCC(O)C[N+](C)(C)C)c1 (centres undefined)	21	0.6	9	-1.5
CC1=C(C(=O)OC2CCCCC2)C(c2ccc(C)o2)C2=C(CC(c3ccccc3)CC2=O)N1 (centres undefined)	-21	0.1	3	2.0
Cn1c(=O)c2c(nc3n2CC(c2ccc(F)cc2)=NN3CCO)n(C)c1=O	19	0.5	17	-0.5
Cc1cccnc1NC(=O)C12CC3CC(CC(C3)C1)C2	7	-0.1	0	0.2
COc1cc(C(=O)NNC(=S)NCc2ccco2)cc(OC)c1OC	-5	0.0	-11	0.4
CCNCCC1CCC(=O)N1CCc1ccccc1Cl (centres undefined)	-1	-0.1	0	2.3
NC(=O)c1ccc(NC(=O)CCSCCC(=O)Nc2ccc(C(N)=O)cc2)cc1	-2	0.4	7	-0.9
O=C(N/N=C/c1ccc(O)c(I)c1)c1ccncc1	14	0.0	-1	-0.2
COc1cccc(NC(=O)c2cc(S(=O)(=O)NC3CCCC(C)C3C)ccc2F)c1 (centres undefined)	11	-0.1	-5	1.3
O=[N+]([O-])c1ccc(O)c(C=Nc2ccc(Br)cn2)c1	5	0.1	-3	0.4
O=C(NCc1ccccn1)c1cccc(-n2ccc3ccccc32)c1	15	-0.5	6	-0.9
COc1ccc(S(=O)(=O)N(CC(=O)N2CCC(C)CC2)c2ccc(Cl)cc2)cc1	-2	0.0	-2	0.5
COC(=O)C1=C(C)N(c2ccc(C)cc2)C(=O)/C1=C\c1ccc([N+](=O)[O-])cc1	11	0.0	-3	-1.4
CCCOC(=O)c1ccc(Nc2nc(-c3ccccc3Cl)nc3ccccc23)cc1	3	-0.2	-3	0.2
COc1ccc(CN2CCN3C(=O)[C@H](C)NC(=O)[C@H]3C2)cc1	-15	-0.2	3	-1.6

5 of these compounds, set out differently.
Below each SMILES: MITF inh	FBW7 act	TEAD-YAP block	GPR151 ag
O=[N+]([O-])c1ccc(O)c(C=Nc2ccc(Br)cn2)c1
  5	0.1	-3	0.4
CCNCCC1CCC(=O)N1CCc1ccccc1Cl (centres undefined)
  -1	-0.1	0	2.3
COC(=O)C1=C(C)N(c2ccc(C)cc2)C(=O)/C1=C\c1ccc([N+](=O)[O-])cc1
  11	0.0	-3	-1.4
NC(=O)c1ccc(NC(=O)CCSCCC(=O)Nc2ccc(C(N)=O)cc2)cc1
  -2	0.4	7	-0.9
Cc1cccnc1NC(=O)C12CC3CC(CC(C3)C1)C2
  7	-0.1	0	0.2

More entries follow.
SMILES	MITF inh	FBW7 act	TEAD-YAP block	GPR151 ag
O=C(CSc1ncnc2c1oc1ccccc12)NCc1ccccc1	3	0.6	7	0.5
c1ccc(OCCNc2ccnc(N3CCN(Cc4ccc5c(c4)OCO5)CC3)n2)cc1	1	-0.1	4	-0.1
O=C(CN1CCN(Cc2ccc3c(c2)OCO3)CC1)Nc1ccc2[nH]c(=O)[nH]c2c1	0	0.1	-12	0.7
CCn1ccnc1CNC(=O)CC1C(=O)NCCN1Cc1ccc(F)cc1Cl (centres undefined)	8	-0.4	-1	0.3
CCOC(=O)c1[nH]c2ccccc2c1NC(=O)OC	-4	-0.1	-10	-1.2
Nc1ncc(Br)cc1S(=O)(=O)NCCC(=O)Nc1nccs1	-11	-0.1	-1	0.3
COc1ccc(CCS(=O)(=O)N2CCOC(c3ccccc3)C2)cc1 (centres undefined)	8	-0.2	6	1.3
CN(CCC#N)c1ncnc2sc3c(c12)CCCC3	5	0.1	-9	1.0
COc1ccccc1N1CCN(S(=O)(=O)Cc2ccccc2Cl)CC1	16	-0.1	5	-2.2
O=C(c1ccc([N+](=O)[O-])cc1)c1cc2ccc(O)cc2oc1=O	-24	-0.2	-6	0.7
CC(=O)Cn1cnc2c(cnn2-c2ccccc2)c1=O	3	-0.1	3	0.3
COc1cc(C)c(S(=O)(=O)NCc2cccs2)cc1C	20	0.0	3	2.3
C/C(=N\Nc1nc(C)cc(C)n1)c1ccc2c(c1)Nc1ccccc1S2	1	-0.1	0	-0.3
CCCc1ccc(S(=O)(=O)C[N+](=O)[O-])cc1	-8	-0.2	-1	-0.8
O=C(CN(C(=O)CNC(=O)c1ccco1)c1ccc(F)cc1)NC1CCCC1	8	0.7	8	-0.2
O=C(C1CCCCC1)N1CCN(c2ccc([N+](=O)[O-])cc2)CC1	18	0.6	9	0.3
COc1cccc(OC)c1C(=O)OCC(=O)N(Cc1ccccc1)C(C)(C)C	3	-0.1	3	-0.3
CCCCn1c(SCC(=O)c2ccc(O)cc2O)nc2cc(S(N)(=O)=O)ccc21	3	-0.1	4	0.4
c1ccc2oc(-c3nn4c(Cn5cnc6ccccc65)nnc4s3)cc2c1	12	0.2	7	-1.0
Cc1[nH]c2ccc(C(=O)N3CCOc4ccc(CN5CCCC(CO)C5)cc4C3)cc2c1C (centres undefined)	-6	-0.1	-3	1.3
O=C(Nc1ccc2oc(-c3ccccc3Br)nc2c1)c1cccc(Cl)c1	4	0.0	-2	-0.9
CCn1c(Sc2ccc([N+](=O)[O-])cn2)nnc1-c1cc(OC)cc(OC)c1	-10	0.1	0	0.0
Cc1ccc(S(=O)(=O)NCC(c2ccco2)S(=O)(=O)c2ccc(F)cc2)cc1 (centres undefined)	-12	-0.1	-2	-0.4
COc1ccc2nc(NC(=O)CSc3nc4ccc([N+](=O)[O-])cc4[nH]3)sc2c1	5	0.1	-21	-0.7
O=C1CSC(c2cccc(F)c2)N1c1ccc(O)cc1 (centres undefined)	-3	-0.1	-14	2.3
CCCc1ccc(C(=O)N2c3ccccc3C(N(C(=O)c3ccc([N+](=O)[O-])cc3)c3ccccc3)CC2C)cc1 (centres undefined)	-7	-0.2	6	-1.6
CC(C)n1cnc2c(Nc3ccc(Oc4ccccc4)cc3)nc(-c3cccc(N)c3)nc21	10	-0.1	13	1.4
CCOCCOC(=O)C1=C(C)NC2=C(C(=O)CC(c3cccs3)C2)C1c1ccc(C)o1 (centres undefined)	10	0.0	2	-0.5
Cc1ccc(S(=O)(=O)NCCOc2ccccc2)c(C)c1	6	0.1	10	2.0
O=C(NCC1CN(c2ccc3c(c2)OCO3)C(=O)O1)c1ccccc1 (centres undefined)	2	-0.1	-20	0.9
COc1ccc(C(NC(=O)C(C)c2ccccc2)c2nccn2C)cc1OC (centres undefined)	3	-0.1	0	-0.1
COCCCN1C(=O)CC(CC(=O)N2CC3CCC2C3)(c2ccccc2)C1=O (centres undefined)	-21	0.1	-65	0.5
CCOC(=O)C1=C(C)N=c2s/c(=C\c3ccc4c(c3)OCO4)c(=O)n2C1c1ccc2c(c1)OCO2 (centres undefined)	6	0.4	5	-1.0
Cc1cc(C)cc(-n2nnc(C(=O)NCc3ccc(Cl)cc3)c2N)c1	5	0.0	16	3.2
CCOC(=O)N1CCN(S(=O)(=O)c2ccc(C(=O)Nc3nc(-c4ccc(Cl)cc4)cs3)cc2)CC1	-6	0.1	-6	-0.5
CCC(=O)N=c1sc2cc(C)ccc2n1CC	-6	-0.1	-6	0.6
NC(=O)c1ccc(-c2cccc3c2OC(CNC(=O)Cc2ccsc2)C3)cc1 (centres undefined)	-11	0.0	4	0.1
[O-][n+]1ccc(-c2nnc3n2CCCCC3)cc1	7	-0.1	-12	-1.5
CC1CCCN(C(=O)CSc2nnc3c4ccccc4n(C)c3n2)C1 (centres undefined)	-3	-0.2	-7	-0.1
O=C1N(c2cccc(Cl)c2)C2CS(=O)(=O)CC2N1c1cccc(C(F)(F)F)c1 (centres undefined)	-8	-0.3	-1	0.2
O=C(CSCc1ccc(F)cc1)N1CCN(c2ccccc2)CC1	9	0.1	-9	-0.1
Cc1ccc2c(c1)/C(=C/c1ccco1)C(=O)N2	7	-0.2	8	-0.2
CCOC(=O)C1=C(C)Nc2nnnn2C1c1ccc(OC)c(OC)c1 (centres undefined)	-2	-0.1	0	-0.1
CCc1cc(C(=O)N2CCCC(c3nc(C)ncc3-c3cccc(C)c3)C2)no1 (centres undefined)	-4	-0.2	-11	-0.5
CCOc1ccc(Oc2coc3cc(OC(C)C(=O)OC)ccc3c2=O)cc1 (centres undefined)	-5	-0.1	1	-0.9
O=C(c1ccccc1)N1CCN(C(=O)c2ccc(Cl)cc2Cl)CC1	-1	-0.2	5	1.0
CCOC(=O)C1=C(C)N=c2s/c(=C\c3ccc(Cl)cc3)c(=O)n2C1c1ccc(F)cc1 (centres undefined)	15	0.1	-3	2.2
COc1cc(NC(=O)COc2ccc(Br)cc2)ccc1NC(=O)C(C)C	-8	-0.2	-4	0.0

Whole records, quoted from the list.
CCc1cc(C(=O)N2CCCC(c3nc(C)ncc3-c3cccc(C)c3)C2)no1 (centres undefined) reads MITF inh = -4; FBW7 act = -0.2; TEAD-YAP block = -11; GPR151 ag = -0.5
CC1CCCN(C(=O)CSc2nnc3c4ccccc4n(C)c3n2)C1 (centres undefined) reads MITF inh = -3; FBW7 act = -0.2; TEAD-YAP block = -7; GPR151 ag = -0.1

Other entries.
SMILES	MITF inh	FBW7 act	TEAD-YAP block	GPR151 ag
O=C(CN1C(C(=O)c2ccccc2)=C(N2CCCCC2)c2ccccc2S1(=O)=O)c1ccccc1	18	0.1	6	-0.8
C=CCNS(=O)(=O)c1cc(Br)cc2c1N(C(=O)CC)CC2	-5	0.1	7	-1.0
COc1cccc(C(=O)N2c3ccccc3CCc3ccccc32)c1	5	0.0	1	0.2
Cc1cc(C)nc(SC2CC(=O)N(c3ccc(Cl)cc3)C2=O)n1 (centres undefined)	7	0.2	10	-0.2
COc1ccc(N2CCN(c3ncnc4sc(C(=O)N5CCN(c6ccccn6)CC5)c(C)c34)CC2)cc1	1	-0.1	-12	0.9
CCOc1ccc2ccccc2c1C(=O)NNc1cc(=O)n(C)c(=O)n1C	6	0.1	-1	-0.3
CCn1c(=O)[nH]c2c(C(N)=O)nc(-c3cccc(OC)c3)nc21	-2	-0.2	2	0.6
Cc1sc(/N=C/c2cc([N+](=O)[O-])ccc2O)c(C#N)c1C	-5	0.1	-3	-0.5
COc1ccc(CN2C(=O)C3C(C(=O)Nc4cccc(OC)c4)C4C=CC3(O4)C2C(=O)NC2CCCCC2)cc1 (centres undefined)	-7	0.1	1	-0.5
CCOc1ccc(/C(O)=C2/C(=O)C(=O)N(CCCN3CCOCC3)C2c2ccc(C(C)C)cc2)c(C)c1 (centres undefined)	9	0.2	3	4.1
COc1ccc(-c2nnc(SCC(=O)NCc3ccc(C)cc3)nc2-c2ccc(OC)c(OC)c2)cc1OC	1	0.1	-12	-0.4
CC(C)c1ccc(N2C(=O)NC(=O)/C(=C/c3ccc(OCC(=O)O)cc3)C2=O)cc1	4	0.0	4	-0.8
O=C(Oc1coc(CSc2ncccn2)cc1=O)c1cccc(Br)c1	6	0.0	13	2.3
CCCSc1nnc2c(n1)OC(c1c(F)cccc1Cl)Nc1ccccc1-2 (centres undefined)	0	-0.1	-36	0.5
CN1CCC(O)(c2ccc3c(c2)CN(CCCC(F)(F)F)CCO3)CC1	17	0.1	8	-0.1
CCCCOC(=O)C1=C(C)NC2=C(C(=O)CCC2)C1c1cccc(Cl)c1Cl (centres undefined)	0	0.0	12	-0.7
O=C(NCCCN1CCCC1=O)c1ccc2nc(Nc3ccc4ncccc4c3)sc2c1	3	0.1	-15	1.0
Cc1csc(C(C)NC(=O)CCC2(Cc3cccc4ccccc34)CCC(=O)N2)n1 (centres undefined)	0	-0.1	5	0.9
CNC(=O)C1Cc2ccccc2N1S(=O)(=O)c1ccc2c(c1)OCCO2 (centres undefined)	-2	-0.1	-10	-0.4
Cc1cc(NC2CC2)nc(Nc2ccncn2)n1	-10	0.0	-58	-1.0
CC(C)n1cnc2c(NC3CC3)nc(N3CCN(Cc4ccc5c(c4)OCO5)CC3)nc21	10	-0.1	-2	1.9
O=C(NC1CC1)C1CCN(c2ccc(N3CCCC3CO)nn2)CC1 (centres undefined)	15	0.1	6	-2.3
CC(C)Sc1nc2c(cnn2-c2ccc(F)cc2)c(=O)[nH]1	-7	0.1	-2	-0.6
Cc1nc(CCNC(=O)CC2C(=O)NCCN2Cc2ccc(F)cc2)sc1C (centres undefined)	-6	0.0	10	0.3

Compounds as they come. About 3.4% of those tested had a hit in this group.
